IL1B NFkB inh – inhibitors of IL-1B driven NFkB p65 nuclear import, primary screen, imaging, HUVEC, IL-1B stimulus, high-content imaging | HUVEC IL-1B NFkB p65 nuclear translocation imaging | inhibition, % at 2 µM | 94,000 compounds, 0.43% hits | AID 796, 2007;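 active = inhibition above about 30% together with a positive call from visual inspection of the well image, limit read from the data; inconclusive = inhibition above a set limit but visual check negative; inactive = inhibition not above a set limit, visual check negative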;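 note: nuclear over cytoplasmic p65 intensity ratio measured by imaging; 0% = IL-1B stimulated DMSO wells and 100% = unstimulated DMSO wells; values of inactives mirror those of a sister screen read the other way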
MRP resist rev – reversal of MRP1-mediated doxorubicin resistance, primary screen, H69AR cells, doxorubicin co-treatment. H69AR cells + 2 uM doxorubicin, CellTiter-Glo, 72 h. 85,000 compounds, 0.04% hits. differential viability (reversal), % at 10 µM;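 active = viability drop by adding the cancer drug above about 55%, with treated viability meeting a 40% cutoff, limit read from the data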;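 note: viability without doxorubicin minus viability with 2 µM doxorubicin for each compound; larger differential means the compound sensitizes cells more to doxorubicin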
PLAP inhibitors HTS – PLAP enzyme inhibitors, biochemical, luminescence, HTS (AID 690); 96,000 compounds, 0.08% hits; Alkaline phosphatase, placental type (Homo sapiens); inhibition, % at 20 µM, or IC50 in µM where a hit was titrated; purified PLAP, luminescent substrate; higher % means a stronger effect; in the data active = a potency from the dose series; inactive = the rest, 99 in 100 with inhibition below about 30%; note: strong numbers were not always called active
Bcl-B displacement – displacers of TR3 peptide from Bcl-B, primary screen, selectivity assay for Bfl-1 inhibitor project, biochemical, fluorescence polarization. 96,000 compounds, 0.11% hits. FP displacement of FITC-TR3 peptide from Bcl-B; higher % means a stronger effect. Bcl-2-like protein 10 (Homo sapiens). displacement, % at 20 µM; hits with a dose series show IC50 in µM;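 active = displacement above 50% at 20 µM plus a fluorescence interference ratio under 1.5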;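 note: plate controls were wells without compound for no effect and wells lacking Bcl-B protein for full effect; a part of the inactive calls stands beside numbers as strong as those of hits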
IL1B NFkB pot – enhancers of NFkB p65 translocation in HUVEC – imaging, IL-1B stimulus, high-content imaging, primary screen. AID 819, 2007. 94,000 compounds, 0.3% hits. activation, % at 2 µM. HUVEC IL-1B NFkB p65 nuclear translocation imaging;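 active = activation above 40%, about the mean plus 3 SD, also judged a hit on visual image review; inconclusive = activation above 40% but not a hit on visual review; inactive = activation not above 40% and no visual hit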;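 note: percent activation is computed from the nuclear over cytoplasmic p65 intensity ratio; values of inactives mirror those of a sister screen read the other way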
MRP resist rev cytotoxicity – also measured in MRP resist rev; calls as there; viability, %; H69AR cells, CellTiter-Glo, 72 h; measured here: cytotoxicity without doxorubicin
MRP resist rev with doxorubicin – recorded beside MRP resist rev, whose call it bears; viability, %; measured here: viability with 2 uM doxorubicin; stronger effect = lower value
IL1B NFkB inh cell count 2 µM – second read-out of IL1B NFkB inh, no call of its own (marks repeat the call); cell count; measured here: cells passing quality filter;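 raw number of nuclei counted in each imaged well without normalization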
IL1B NFkB pot cell count 2 µM – also measured in IL1B NFkB pot; calls as there; cell count; measured here: cells passing quality filter
Starred values were filed as active, the others as inactive; ? = inconclusive; · = not tested or not shown. This is a subset; rates above refer to the full screens.

(1) Cc1ccc(-c2nc3cnccn3c2Nc2ccccc2)o1
(2) CC(Sc1nnc(-c2cccnc2)n1-c1ccccc1)C(=O)NCc1ccc2c(c1)OCO2 (stereo not drawn)
(3) Cc1cc(C)c(NC(=O)c2ccoc2C)c(C)c1
(4) CN(C)CCC(=O)NCC1OCCc2ccccc21 (stereo not drawn)
(5) NC(=O)c1ccccc1OCC(=O)O
(6) COCCOC(=O)C1=C(C)NC2=C(C(=O)CCC2)C1c1cc2c(cc1Br)OCO2 (stereo not drawn)
(7) COc1ccc(CNC(=O)C(C)N=C2NS(=O)(=O)c3ccccc32)cc1OC (stereo not drawn)
(8) O=C(Nc1cccnc1)c1ccccc1O
Screen / compound no.,1,2,3,4,5,6,7,8
IL1B NFkB inh,3,-6,0,18,-5,7,-10,-2
IL1B NFkB inh cell count 2 µM,127,149,100,171,93,104,129,67
MRP resist rev,12,·,4,-7,·,5,·,3
MRP resist rev cytotoxicity,91,·,97,91,·,87,·,87
MRP resist rev with doxorubicin,79,·,93,97,·,82,·,85
PLAP inhibitors HTS,-55%,12%,-4%,-9%,-2%,-41%,3%,-5%
Bcl-B displacement,3%,-8%,-6%,1%,-2%,-4%,-4%,8%
IL1B NFkB pot,-3,6,0,-18,5,-7,10,2
IL1B NFkB pot cell count 2 µM,127,149,100,171,93,104,129,67

(9) COc1cc2c(cc1OC)C(C(=O)NCc1cccnc1)C(c1cccnc1)N(C)C2=O (stereo not drawn)
(10) CN(CC(=O)N1CCN(c2ccccc2F)CC1)S(=O)(=O)c1cnc[nH]1
(11) CSc1cccc(NC(=O)COc2cccc3ccccc23)c1
(12) Cc1nnc(NC(=O)Cc2cccs2)s1
(13) Cc1nc(CN2CCCC2=NC#N)n(-c2ccccc2)n1
(14) COc1ccc(OC)c(Nc2ncnc3c2cnn3-c2ccccc2)c1
(15) Clc1ccc(Nc2ncnc3ccc(Br)cc23)cc1
(16) COc1ccc(S(=O)(=O)Nc2cc(C)ccc2OC)cc1C
Screen / compound no.,9,10,11,12,13,14,15,16
IL1B NFkB inh,-11,-5,-8,7,5,-11,-7,-20
IL1B NFkB inh cell count 2 µM,109,175,158,89,126,138,140,131
MRP resist rev,1,4,·,2,-3,-2,·,-29
MRP resist rev cytotoxicity,110,96,·,108,83,79,·,44
MRP resist rev with doxorubicin,109,93,·,106,86,81,·,72
PLAP inhibitors HTS,-27%,-55%,-2%,3%,9%,1%,-9%,4%
Bcl-B displacement,0%,-5%,15%,40%,-8%,3%,-2%,3%
IL1B NFkB pot,11,5,8,-7,-5,11,7,20
IL1B NFkB pot cell count 2 µM,109,175,158,89,126,138,140,131

(17) O=C(c1cccc(C(=O)N2CCN(c3ccccc3F)CC2)c1)N1CCN(c2ccccc2F)CC1
(18) COc1ccc(C(=O)N[C@H](C(=O)Nc2ccc(OC)nc2)C(C)C)cc1
(19) COc1ccc(-c2nc(-c3cccc(C)c3)nc(Cl)c2C#N)cc1
(20) CCCCC(=O)NC(=S)NNC(=O)CC
(21) CCN(CCNC(=O)CN1CCN(Cc2ccc(Cl)cc2)C1=O)c1ccccc1
(22) COc1ccc(-c2nnc(SCCc3ccccc3)n2N)cc1
(23) CCCCCn1c(SCC(=O)c2ccccc2)nc2cc(C(=O)NCc3ccco3)ccc2c1=O
(24) CC1CCc2nn(CC(=O)Nc3ccc(F)cc3F)cc2C1 (stereo not drawn)
Screen / compound no.,17,18,19,20,21,22,23,24
IL1B NFkB inh,·,-5,-11,-25,5,5,4,19
IL1B NFkB inh cell count 2 µM,·,60,122,62,136,157,164,52
MRP resist rev,-2,12,·,0,5,14,·,·
MRP resist rev cytotoxicity,83,96,·,100,103,96,·,·
MRP resist rev with doxorubicin,85,84,·,100,98,82,·,·
PLAP inhibitors HTS,-50%,-1%,-1%,·,-75%,15%,-5%,13%
Bcl-B displacement,-5%,73%,5%,·,-7%,-8%,1%,-4%
IL1B NFkB pot,·,5,11,25,-5,-5,-5,-19
IL1B NFkB pot cell count 2 µM,·,60,122,62,136,157,164,52

(25) CCn1nnc(-c2ccccc2NS(=O)(=O)c2ccc(C(=O)OC)cc2)n1
(26) CCOc1ccccc1C(=O)N1CCN=C1SC
(27) O=c1[nH]c2cc3c(cc2cc1C(c1nnnn1Cc1ccccc1)N1CCN2CCCC2C1)OCCO3 (stereo not drawn)
(28) O=C(/C=C/c1ccco1)NCC1CCCO1 (stereo not drawn)
(29) c1cnc2ccc(C(c3nnnn3C3CCCCC3)N3CCN4CCCC4C3)cc2c1 (stereo not drawn)
(30) Nc1nc(-c2cccc(Br)c2)cs1
(31) Cc1ccc2c(C(=O)CN3CCN(c4ccccc4)CC3)c(C)[nH]c2c1
(32) CC(Oc1ccccc1)C(=O)NC1CCN(Cc2ccccc2)CC1 (stereo not drawn)
Screen / compound no.,25,26,27,28,29,30,31,32
IL1B NFkB inh,-10,4,0,-8,-7,-33,-28,-13
IL1B NFkB inh cell count 2 µM,91,200,160,104,60,163,167,148
MRP resist rev,-47,-8,1,·,-3,13,-4,12
MRP resist rev cytotoxicity,17,87,88,·,84,97,83,101
MRP resist rev with doxorubicin,64,94,87,·,87,83,87,89
PLAP inhibitors HTS,-23%,4%,-86%,-16%,-41%,23%,-8%,-18%
Bcl-B displacement,0%,3%,-8%,-53%,-8%,2%,0%,0%
IL1B NFkB pot,10,-4,0,8,7,33,28,13
IL1B NFkB pot cell count 2 µM,91,200,160,104,60,163,167,148

(33) CS(=O)(=O)CCC(C(=O)n1nnc2ccccc21)N1C(=O)c2ccccc2C1=O (stereo not drawn)
(34) O=C(NC(=S)Nc1cccc(Cl)c1N1CCCC1)c1ccc(-c2cccc([N+](=O)[O-])c2)o1
(35) CCC(CC)c1nnc(NC(=O)Oc2ccccc2)s1
(36) O=C(CN1CCN(S(=O)(=O)c2ccc(F)cc2)CC1)Nc1ccc2c(c1)OCCO2
(37) CCOC(=O)CSc1nc2ccccc2c(=O)n1CC1COc2ccccc2O1 (stereo not drawn)
(38) C=C1Cn2c(nnc2-c2ccc(Cl)cc2)S1
(39) COc1ccccc1N(C(=O)c1snc(C(N)=O)c1N)C(C(=O)NC1CCCC1)c1ccco1 (stereo not drawn)
(40) O=C(O/N=C/c1cccc([N+](=O)[O-])c1)C1CC1
Screen / compound no.,33,34,35,36,37,38,39,40
IL1B NFkB inh,·,-1,-10,-52,-26,-8,6,-5
IL1B NFkB inh cell count 2 µM,·,144,151,184,157,184,168,150
MRP resist rev,-10,-5,4,-17,5,6,-2,·
MRP resist rev cytotoxicity,90,93,97,100,79,84,77,·
MRP resist rev with doxorubicin,100,98,93,117,74,78,79,·
PLAP inhibitors HTS,5%,-20%,5%,-6%,7%,16%,-59%,12%
Bcl-B displacement,-4%,-187%,3%,-10%,-1%,4%,-12%,-2%
IL1B NFkB pot,·,1,10,?,25,8,-6,5
IL1B NFkB pot cell count 2 µM,·,144,151,·,157,184,168,150

(41) CCOC(=O)Cc1csc(NC(=O)CSc2nnnn2-c2ccc(C)cc2C)n1
(42) CCn1c(C)nc2cc(-c3nnc(-c4c(-c5ccccc5)noc4C)o3)ccc21
(43) C=CCNC(=S)Nc1ccc2nc(C)c(C)nc2c1
(44) Nc1ccc(Cl)cc1/C(=N/O)c1ccccc1
(45) COC(=O)C(C)Sc1nc(-c2ccc(OC)cc2)nc2c1c(=O)n(C)c(=O)n2C (stereo not drawn)
(46) CCSC(C)CC1CC(=O)CC(=O)C1 (stereo not drawn)
(47) Clc1ccc(Cn2nnc(-c3ccc(N4CCOCC4)cc3)n2)cc1
(48) C/C(=N\NC(=O)c1c(Cl)c(C)nn1C)c1ccc(NC(=O)COc2ccc(Cl)cc2C)cc1
Screen / compound no.,41,42,43,44,45,46,47,48
IL1B NFkB inh,3,-32,-4,·,1,·,·,·
IL1B NFkB inh cell count 2 µM,56,143,83,·,145,·,·,·
MRP resist rev,9,13,·,13,2,19,17,·
MRP resist rev cytotoxicity,96,93,·,99,71,106,89,·
MRP resist rev with doxorubicin,86,80,·,86,69,87,71,·
PLAP inhibitors HTS,·,-15%,-5%,6%,·,-52%,10%,14%
Bcl-B displacement,·,-3%,6%,-7%,·,-3%,3%,14%
IL1B NFkB pot,-3,32,4,·,-1,·,·,·
IL1B NFkB pot cell count 2 µM,56,143,83,·,145,·,·,·

(49) CCOc1nc(NC2CCCCC2)nc(NC(C)(C)C)n1
(50) O=C(CCCOc1ccccc1)N1CCN(c2ccc(F)cc2)CC1
(51) CCOc1ccccc1C(=O)N1CCC(C(=O)c2ccc(F)cc2)CC1
(52) Cn1nc(C(C)(C)C)cc1C(=O)Nc1nc2c(s1)C(=O)CC(C)(C)C2
(53) CCOC(=O)c1[nH]c(C)c(C(=O)OCC(=O)N2CCc3ccccc32)c1C
(54) O=C(c1cnc2sccn2c1=O)N1CCc2ccccc2C1
(55) O=C(Nc1ccccc1)Nc1ccccc1C(=O)NCc1ccccc1
(56) O=C1C(C=NC2CC2)=C(O)c2ccccc21
Screen / compound no.,49,50,51,52,53,54,55,56
IL1B NFkB inh,-3,12,-4,10,-22,2,-13,-13
IL1B NFkB inh cell count 2 µM,133,110,70,89,155,168,154,168
MRP resist rev,12,15,0,3,-32,16,9,6
MRP resist rev cytotoxicity,78,91,103,83,54,91,85,84
MRP resist rev with doxorubicin,66,76,103,80,87,76,76,78
PLAP inhibitors HTS,·,-24%,·,-43%,5%,-5%,24%,-4%
Bcl-B displacement,·,4%,·,-4%,-6%,2%,4%,-9%
IL1B NFkB pot,3,-12,4,-10,22,-2,13,13
IL1B NFkB pot cell count 2 µM,133,110,70,89,155,168,154,168

(57) CCCCCn1c(CN(C)Cc2ccccc2)nc2c1c(=O)n(C)c(=O)n2C
(58) CC(C)Cn1c(SCC(=O)NCc2ccc(Cl)cc2)nnc1-c1cccc(S(=O)(=O)N2CCOCC2)c1
(59) CCN(CC)c1ccc(C(NC(C)=O)NC(C)=O)cc1
(60) CCOC(=O)c1[nH]c2ccccc2c1N=C(C)N(CC)CC
(61) O=c1[nH]c(=O)n(Cc2ccco2)c2c1C(C(F)(F)F)(C(F)(F)F)N=C(c1ccc(F)cc1)N2
(62) COC(=O)c1cc(OC)c(OC)cc1NC(=O)CCC1CCCC1
(63) Cc1ccc(CNC(=O)CCNS(=O)(=O)c2ccc3c(c2)c(=O)n(C)c(=O)n3C)cc1
(64) CCOc1ccccc1NC(=O)CSc1nnc(-c2ccccc2Cl)n1Cc1ccco1
(65) Cc1cccc(C)c1OCc1nnc2c3cnn(C)c3ncn12
(66) c1ccc2c(c1)CCN(Cc1nnnn1Cc1ccc3c(c1)OCO3)C2
(67) CCOC(=O)c1c(N2C(=O)Nc3cc(Cl)c(Cl)cc3N2O)sc2c1CCCCC2
Screen / compound no.,57,58,59,60,61,62,63,64,65,66,67
IL1B NFkB inh,-5,6,0,·,-9,-25,·,-1,2,4,-8
IL1B NFkB inh cell count 2 µM,153,187,91,·,155,109,·,158,132,137,133
MRP resist rev,-27,-9,23,-21,-8,1,·,-1,9,-2,·
MRP resist rev cytotoxicity,73,95,106,80,72,80,·,85,92,96,·
MRP resist rev with doxorubicin,101,104,84,101,80,79,·,86,83,98,·
PLAP inhibitors HTS,-97%,-54%,-7%,4%,-46%,-54%,0%,-41%,-8%,·,-30%
Bcl-B displacement,0%,4%,-5%,6%,-7%,-2%,-3%,-2%,-2%,·,-3%
IL1B NFkB pot,5,-6,0,·,9,25,·,1,-2,-4,8
IL1B NFkB pot cell count 2 µM,153,187,91,·,155,109,·,158,132,137,133
